Compound activity from PubChem BioAssay.
RORgamma inh – ROR gamma (mouse) transcription inhibition; AID 2551; P51450; Drosophila S2 Gal4-RORgamma UAS-luciferase reporter, 20 h; Potency, µM (highest dose often 53.6 µM), without a hit: at the top dose activity change, negative = inhibition, hits mostly inhibitors; 310,000 tested, 5.4% active; also: % is scaled to controls: 0 for no effect and ±100 for the full control effect; nearly all actives have a fitted effect of over 60% in size
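Compounds are pin-transferred onto Drosophila Schneider cells expressing a copper-inducible Gal4–ROR gamma transactivation domain fusion. After 1 hr, copper sulfate is added to 700 uM final; luciferase is read 20 hr later.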
BRCA1 expr up – increases BRCA1 expression; MCF7-BRCA1-FFLuc reporter, luminescence, 48 h; response scale: scaled: vehicle 0%, 10 µM genistein 100%; Potency, µM (series often up to 46.1 µM), without a hit: top-dose activation, actives largely listed as activators; 380,000 tested, 1.1% active; also: nearly all actives have a fitted effect of over 80% in size; some results filed as inactive show a strong effect at the top dose
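MCF7-BRCA1-FFLuc cells, 2000/well in phenol-red-free MEM, attached 2 h then treated 48 h at 37 C. Luciferase luminescence read 15 min after reagent; normalized to genistein maximum activation (10microM) and DMSO, concentration-response fitted.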
VP16 counter – counter-screen for ROR gamma inhibitors: Gal4-VP16 reporter; Drosophila S2 Gal4-VP16 UAS-luciferase, luminescence, 20 h; Potency, µM (series often up to 53.6 µM), for the others: top-dose activity, negative = inhibition, usual class: inhibitors; 310,000 tested, 3.5% active; AID 2546;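 also: Gal4-VP16 expression switched on by copper sulfate through the metallothionein promoter; % is scaled to controls: 0 for no effect and ±100 for the full control effect; nearly all actives have a fitted effect of over 50% in size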
FLuc modulator – firefly luciferase modulation, counter-screen for miR-21 project. P08659. purified FLuc, Km substrates, luminescence inhibition. Potency, µM (series often up to 57.5 µM), without a hit: at the top dose activity change, negative = inhibition, hits mostly inhibitors. 360,000 tested, 6.9% active;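 also: plate controls were vehicle for no effect and reference inhibitor for full effect; nearly all actives have a fitted effect of over 55% in size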
Target sequence (P08659 whole entry, looked up): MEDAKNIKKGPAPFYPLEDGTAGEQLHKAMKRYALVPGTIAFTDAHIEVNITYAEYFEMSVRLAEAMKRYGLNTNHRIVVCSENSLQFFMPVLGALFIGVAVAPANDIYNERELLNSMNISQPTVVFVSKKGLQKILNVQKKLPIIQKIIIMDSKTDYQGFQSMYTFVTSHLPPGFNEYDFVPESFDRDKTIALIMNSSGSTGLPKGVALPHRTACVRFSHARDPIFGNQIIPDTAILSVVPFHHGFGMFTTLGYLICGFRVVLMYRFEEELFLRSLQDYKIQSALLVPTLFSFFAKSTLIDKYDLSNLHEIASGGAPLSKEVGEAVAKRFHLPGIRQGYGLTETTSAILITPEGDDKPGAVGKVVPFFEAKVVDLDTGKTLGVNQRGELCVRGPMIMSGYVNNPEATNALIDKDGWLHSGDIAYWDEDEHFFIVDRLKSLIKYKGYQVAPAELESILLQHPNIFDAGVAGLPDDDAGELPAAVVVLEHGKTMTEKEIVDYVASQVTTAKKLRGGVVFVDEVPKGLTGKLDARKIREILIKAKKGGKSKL
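Purified P. pyralis luciferase (10nM final) with 10uM D-luciferin and 10uM ATP (Km levels) in 50mM Tris acetate pH 7.5, 10mM Mg acetate, 0.01% Tween-20, 0.05% BSA; qHTS 6-point titration, ~60 µM downward; luminescence read.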
NPC1 prom act – NPC1 promoter activation. Potency, µM (top dose mostly 9.22 µM), for inactives: at the highest dose activation, actives largely listed as activators. Huh7 NPC1 promoter luciferase reporter, 24 h. 320,000 tested, 2.4% active. AID 485313;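 also: % of control where 0% means no effect; nearly all actives have a fitted effect of over 60% in size; reporter is driven by a mutant NPC1 promoter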
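In 1536-well qHTS, Huh7 cells harboring an NPC1 promoter–luciferase construct received compound for 24 h; activation was quantified by luminescence following luciferase reagent addition.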
p53 reactivator – re-activators of mutant p53. H1299 p53-A138V BP100-luciferase reporter, luminescence, 24 h. Potency, µM (titrated, usually from 92.2 µM), without a hit: top-dose activity change, positive = activation, hits mostly activators. 320,000 tested, 0.063% active; also: % of control where 0% means no effect; nearly all actives have a fitted effect of over 45% in size
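H1299 (p53-null), stable ts p53-A138V + BP100-Luc; 1000 cells/well, Opti-MEM/10% FBS; cpd 4 pt, 1:5; 24 h, 37 deg C, 5% CO2; detection reagent 10 min RT; luminescence.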
uPA generation – cell surface uPA generation inhibition; cell surface uPA generation assay, qHTS; Potency, µM (titrated, usually from 38.3 µM), without a hit: at the highest dose activity change, negative = inhibition, hits mostly inhibitors; 330,000 tested, 0.31% active; AID 540303; active = well fitted inhibition curve with a large enough effect; inconclusive = small, poorly fitted or top-dose-only effect; inactive = no such curve, though single readings can be large or run the other way; tested in mouse RAW 264.7 cells; also: % is scaled to controls: 0 for no effect and ±100 for the full control effect; nearly all actives have a fitted effect of over 55% in size
Rab9 prom act – activates the Rab9 promoter; AID 485297; Potency, µM (highest dose often 9.22 µM), without a hit: at the top dose activation, negative = inhibition, actives largely listed as activators; Huh7 Rab9 promoter-luciferase reporter, luminescence, 24 h; 320,000 tested, 2.8% active; also: % of control where 0% means no effect; nearly all actives have a fitted effect of over 60% in size
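Luciferase signal after 10 min detection reagent at ambient indicates Rab9 promoter upregulation; stably transfected Huh7 cells were treated 24 h with compound in DMSO at 37 °C, 5% CO2.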
ELG1 genotoxic – inducers of genotoxicity in HEK293T ELG1-luciferase cells | 330,000 tested, 1.3% active | Potency, µM (series often up to 46 µM), inactives show at the highest dose activity change, positive = activation, most hits filed as activators | HEK293T ELG1-luciferase reporter, luminescence, 16 h | AID 504466; also: % of control where 0% means no effect; nearly all actives have a fitted effect of over 60% in size
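Screening used a luciferase reporter fused to human ELG1 in HEK293T cells. Luminescence was read on a CCD plate imager after 16 hr exposure and 30 min ONE-Glo incubation.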
MBNL1 CUG block – blocks human MBNL1 binding to CUG repeat RNA | 280,000 tested, 0.036% active | TR-FRET MBNL1-His/biotin-(CUG)12 binding, 665/545 ratio | Potency, µM (series often up to 57.5 µM), inactives show at the top dose activity change, negative = inhibition, actives largely listed as inhibitors; active = well fitted inhibition curve with a large enough effect in the signal ratio, with a control signal flat, not every such curve was filed as active; inconclusive = small, poorly fitted or top-dose-only effect, or effect the other way, or a change in a side signal; inactive = no such curve, though single readings can be large or run the other way; the % refers to the signal ratio; also: % is scaled to controls: 0 for no effect and ±100 for the full control effect
Target sequence (Q9NR56 whole entry, looked up): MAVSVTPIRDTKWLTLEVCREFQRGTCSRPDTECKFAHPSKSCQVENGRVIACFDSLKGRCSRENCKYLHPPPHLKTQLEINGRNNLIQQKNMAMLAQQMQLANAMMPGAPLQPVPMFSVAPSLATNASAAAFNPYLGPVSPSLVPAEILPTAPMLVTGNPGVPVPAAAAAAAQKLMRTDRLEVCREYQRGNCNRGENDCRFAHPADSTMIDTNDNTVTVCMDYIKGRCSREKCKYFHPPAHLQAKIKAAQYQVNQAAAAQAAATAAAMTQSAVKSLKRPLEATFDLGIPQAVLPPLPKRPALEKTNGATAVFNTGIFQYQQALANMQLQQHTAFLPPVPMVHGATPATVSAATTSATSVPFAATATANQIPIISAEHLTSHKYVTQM
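Compound titration spanned 92 nM–58 uM against the MBNL1-His/biotin-(CUG)12 complex. After 60 min at room temperature with 5 nM streptavidin-XL665 and 0.055 ng/ul terbium anti-His, ratiometric 665/545 nm emission (Ex 340 nm) normalized to controls.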
Active calls of the source: *; u = inconclusive; x = not tested or not shown; & = joins results of further samples; [ ] = dose if it differs, or a comment. Unless noted, calls follow the shape of the dose curve; as a rule, active = well fitted curve in the direction sought with a large enough effect; inconclusive = small, poorly fitted or top-dose-only effect, or another doubt; inactive = no such curve, though single readings can be large; an effect the other way counts as inactive or inconclusive. Potency is read from the fitted curve at half-maximal effect.

SMILES | RORgamma inh | BRCA1 expr up | VP16 counter | FLuc modulator | NPC1 prom act | p53 reactivator | uPA generation | Rab9 prom act | ELG1 genotoxic | MBNL1 CUG block
Cc1ccc2[nH]c(C(F)(F)F)cc(=O)c2c1 | 31.4% | -24.3% | -3.8% | -2.9% | -4.3% | 9.2% | -7.6% | -6.1% | -7.7% | 1.6%
CCOC(=O)C1(C(F)(F)F)N=C(C(F)(F)F)Nc2ccc(F)cc21 (stereo unspecified) | -9.9% | -11.1% | 2.0% | 1.3% | -7.7% | 6.6% | 5.0% | -0.8% | 1.2% | 8.0%[11.5 µM]
CCCCNC(=S)N/N=C/c1ccccc1F | 2.51µM* | 58.3% | 3.16µM* | -13.4% | u | 10.8% | -0.1% | u | -2.6% | 1.5%
COc1ccc(NC(=O)N2CCCc3ccccc32)cc1OC | -0.2% | -25.4% | 2.9% | -11.2% | 2.3% | -8.0% | 1.9% | -2.4% | 0.9% | -1.7%
O=C(NCCN1CCOCC1)c1ccc(CS(=O)(=O)c2c(Cl)cccc2Cl)o1 | 20.4% | 10.7% | 7.9% | -0.3% | 1.4% | -1.4% | 9.4% | 2.9% | 0.8% | -6.2%
CCOC(=O)C(C)Sc1nnc(CNC(=O)c2ccc(OC)cc2)n1C1CCCCC1 (stereo unspecified) | -13.3% | 1.6% | 2.9% | -1.6% | -1.7% | 6.4% | 1.9% | 0.3% | -6.3% | -6.2%
CCc1cc2c(=O)c(-c3nc4ccccc4n3C)c(C)oc2cc1OC(C)=O | -17.5% | 0.0% | 0.5% | 1.1% | -1.5% | x | 5.9% | -10.0% | -1.5% | -0.9%
CCOc1ccc(N=C2SCCCN2C(=O)c2c(CC)noc2C)cc1 | -6.1% | -4.8% | -2.3% | 5.2% | -0.2% | 13.3% | -6.2% | 4.7% | 3.4% | -4.4%
O=C(COC(=O)c1ccc(Br)o1)NCC(=O)Nc1ccc(F)cc1 | x | -12.5% | x | -1.6% | 0.6% | 1.5% | 3.9% | -2.7% | 1.3% | x
CCOc1ccc(Cn2nnc(-c3ccc(S(C)(=O)=O)cc3)n2)cc1OCC | x | -3.2% | x | 1.6% | -4.8% | -11.6% | 9.9% | -10.8% | 6.8% | x
O=C(NC(=S)NCc1ccc(F)cc1)c1ccccc1 | 5.01µM* | 4.5% | u | 0.4% | 3.6% | 20.4% | 2.2% | -0.1% | -3.9% | 2.5%[11.5 µM]
COc1ccc(Nc2nc(NCC3CCCO3)nc(N)c2[N+](=O)[O-])cc1 (stereo unspecified) | 4.6% | -33.1% | -5.8% | 0.6% | 23.9% | -3.5% | 17.1% | -3.8% | 0.3% | u
Cc1ccc(-n2[nH]c(C)c(C=Nc3ccc(S(=O)(=O)Nc4nccs4)cc3)c2=O)cc1C | 11.7%[10 µM] | 36.2% | 2.2% | 19µM* | -1.4% | 14.8% | -4.5% | -0.5% | 9.4% | x
Cc1onc(-c2ccccc2)c1C(=O)n1nnc2ccccc21 | 17.3% | -4.6% | -2.6% | -17.5% | 0.4% | 19.4% | 4.4% | -0.1% | 4.0% | -10.4%
Cn1nnc(NC(=S)NC(=O)c2cccc3c(Br)cccc23)n1 | 0.891µM* | -20.5% | 2.82µM* | 0.6% | -0.5% | 8.9% | 4.1% | -1.9% | 7.3% | 61.6%[activator]
C[C@H]1[C@H](c2ccccc2)C[C@@H](C(=O)O)C1(C)C | x | 22.3% | x | 0.2% | -3.4% | -1.4% | 3.3% | -7.0% | -2.0% | x
CCCCn1c(-c2cccnc2)n[nH]c1=S | u | -13.2% | -27.6% | -0.7% | 0.0% | 0.7% | 0.6% | -2.4% | 4.8% | x
O=C(NC1CC1)c1scc2c1OCCO2 | 2.0% | -17.5% | -0.5% | -0.6% | 0.0% | 3.7% | 3.5% | 1.8% | -5.5% | 6.3%
O=S(=O)(c1ccc(Br)c2nsnc12)N1CCOCC1 | -12.9% | -20.1% | 0.1% | 3.3% | -1.1% | 0.4% | 5.5% | -9.6% | 0.8% | u
CCN(CC)CCCN1C(=O)C(=O)/C(=C(/O)c2ccc(Cl)cc2)C1c1ccccn1 (stereo unspecified) | 0.4% | 8.6% | -3.0% | 0.7% | -0.5% | -2.0% | -1.8% | 1.3% | 0.9% | 9.2%
CCc1ccc(N2CC(C(=O)OCC(=O)NC3CC3)CC2=O)cc1 (stereo unspecified) | x | -9.8% | x | x | x | 2.6% | -0.3% | x | -3.0% | x
CC(C)(C)OC(=O)NCCCCCNC(=O)c1[nH]cnc1C(=O)N[C@@H](Cc1ccccc1)C(=O)OCc1ccccc1 | u | -44.5% | u | -1.8% | -1.2% | -11.0% | -11.0% | 12.2% | 0.8% | 5.3%
Cc1cccc(C)c1OCC(=O)OC/C(O)=C(\C#N)c1nc2ccccc2[nH]1 | 10µM* | -12.2% | 17.8µM* | 2.6% | -2.2% | 13.6% | -5.8% | 2.8% | 2.8% | 39.9%[activator]
CSCC[C@H](NC(=O)NCCC1=CCCCC1)C(=O)O | -6.7% | -4.3% | 7.2% | -0.8% | 8.7% | -1.1% | 0.2% | -4.9% | -3.5% | 6.5%
Cc1nc2c3ccccc3[nH]c(=O)n2n1 | 19.8% | -0.6% | -6.7% | -0.6% | -3.0% | 1.5% | 2.4% | -2.4% | -1.3% | 1.0%

Part of the list above, limited to Rab9 prom act.
| Molecule | Rab9 prom act |
| --- | --- |
| CCOc1ccc(Cn2nnc(-c3ccc(S(C)(=O)=O)cc3)n2)cc1OCC | -10.8% |
| O=C(NC(=S)NCc1ccc(F)cc1)c1ccccc1 | -0.1% |

(cont.)
SMILES | RORgamma inh | BRCA1 expr up | VP16 counter | FLuc modulator | NPC1 prom act | p53 reactivator | uPA generation | Rab9 prom act | ELG1 genotoxic | MBNL1 CUG block
Nc1c(-c2ccccc2)c(CN2CCOCC2)nn1-c1ccc(F)cc1 | -1.7% | 4.1% | -3.1% | 4.8% | -2.2% | -7.0% | 4.7% | -7.9% | 0.2% | -8.9%
COC(=O)c1c(C(=O)OC)c(C)n(Cc2cccnc2)c1C | -1.5% | -7.5% | 10.6% | 1.3%[2.3 µM] | -3.7% | -6.5% | 2.8% | 3.6% | -0.2% | -1.4%
COc1cc(O)c(C(CCN2CCOCC2)c2ccc3c(c2)OCO3)c(OC)c1 (stereo unspecified) | 4.5%&6.8% | -4.3% | 4.5%&0.0% | -0.7% | 1.8% | -4.2% | 4.5% | -7.5% | -5.3% | -4.4%
Cc1cccc(C(=O)Nc2ccnc(-c3cccnc3)n2)c1 | -7.1% | -6.8% | -8.0% | -3.7% | 2.0% | -0.5% | -7.9% | -5.9% | -5.4% | 1.1%
S=C(c1ccc(-c2ccccc2)cc1)N1CCOCC1 | -18.1% | -44.7% | u | u | -7.5% | x | -2.0% | -8.9% | -8.8% | 2.8%
CCOc1ccc(OCC)c(NC(=O)CN(C)S(=O)(=O)c2cnc[nH]2)c1 | 24.0% | -30.2% | -3.3% | 3.9% | -5.3% | -4.5% | -1.2% | 1.9% | 3.4% | 5.2%
COc1cc(/C=C(\C#N)c2nc3ccccc3[nH]2)cc(Br)c1OCc1ccc(F)cc1 | 27.6% | -29.0% | -19.9% | 7.9% | 0.0% | -22.8% | 0.6% | 3.4% | 1.0% | 6.4%
CC(OC(=O)c1c[nH]c2ccccc12)C(=O)N1CCCC1 (stereo unspecified) | x | 7.3% | x | x | -0.6% | 7.1% | -8.7% | -5.5% | 4.4% | x
CCNC(=S)Nc1ccc(Cl)cc1 | 8.91µM* | 19.1% | -83.0% | 3.8% | -0.2% | -4.6% | 2.4% | -14.7% | -2.1% | -2.1%
CC(C)C[C@H](NC(=O)c1nc[nH]c1C(=O)NCc1ccccc1)C(=O)OCc1ccccc1 | 4.47µM* | 18.3% | 11.2µM* | -2.2% | 0.2% | 3.2% | -3.6% | 0.2% | -6.7% | 1.3%
COc1ccc(-c2csc(N(CCCN(C)C)C(=O)c3cc(OC)c(OC)c(OC)c3)n2)cc1 | -7.8% | 4.3% | -5.2% | 7.8% | 0.0% | -12.8% | u | -1.8% | -6.5% | -5.8%
NC(=O)c1c(NC(=O)c2ccc(N3C(=O)CCC3=O)cc2)sc2c1CCCC2 | x | -9.6% | x | 10.7µM* | 1.0% | 1.7% | -18.0% | -3.3% | 7.6% | x
COc1ccc(NCC(=O)Nc2ccc(Br)cc2F)c(OC)c1 | 42.0% | 2.5% | 5.5% | u | 1.6% | 0.9% | 3.6% | -2.3% | -1.3% | 24.5%
O=C1C(C=NCc2ccccn2)=C(O)c2ccccc21 | 2.51µM* | 94.9% | 5.01µM* | 12µM* | 2.24µM* | 4.9% | -2.8% | 3.98µM* | u | u
Cn1c(SCC(=O)N/N=C/c2ccco2)nc2ccccc21 | 6.3% | -3.6% | -4.9% | 3.8% | 0.8% | 7.1% | 1.0% | 1.1% | 0.0% | 5.8%
O=C(c1cccc(Oc2ccc([N+](=O)[O-])cc2Cl)c1)N1CCOCC1 | -14.1% | -7.6% | -9.8% | 7.4% | -0.1% | 8.9% | -4.6% | -3.1% | -1.3% | u
Cc1cc2cc(CNC(=O)c3ccco3)ccc2n1C | u | -6.9% | 2.7% | -16.6% | 2.7% | 12.6% | 2.4% | -5.3% | -2.7% | u
